SMARCA2 act: SMARCA2 function activation, primary screen | MG213 cells, MMTV-luciferase reporter, dexamethasone, overnight | activation, % at 9.1 µM | hit rate 1% among 370,000 | AID 652017; in the data active = activation above about 7.8%;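 note: 0% = vehicle wells and 100% = reference activator wells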
hgDAF12 agonist: agonists of H. glycines DAF-12 nuclear receptor | activation, % at 6.8 µM | hit rate 1.8% among 370,000 | HEK293 GAL4-hgDAF12 UAS-luciferase reporter, agonist luminescence; normalized to butyrate control;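 active = activation above a cutoff set at the mean of all screened compounds plus 3 SD, cut at about 10% in these data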;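 note: 0% = DMSO wells and 100% = sodium butyrate wells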
GC-B act: GC-B (human) receptor activation | HEK293-GC-B cells, CNP EC30, cGMP TR-FRET; 0% at EC30 CNP, 100% saturating CNP | activation, % at 10 µM | hit rate 0.11% among 370,000;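 active = activation at 10 µM reaching about 35% in either raw or pattern-adjusted values, limit read from the data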
ssDAF12 agonist: activators of S. stercoralis DAF-12 nuclear receptor; hit rate 1% among 370,000; AID 652126; HEK293 ssDAF-12/GRIP1 lit1-tk-luc reporter, luminescence; % of 3 µM dafachronic acid response; activation, % at 6.8 µM;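 active = activation above the mean over all tested compounds plus 3 SD, cut at about 0.9% in these data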;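 note: 0% = DMSO-only wells and 100% = 3 µM delta7-dafachronic acid wells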
sPLA2-III inh: Blocks human group III sPLA2 activity; Q9NZ20; QFRET BODIPY PC-A2 liposome hydrolysis, fluorescence; inhibition, % at 12.2 µM; hit rate 0.56% among 370,000;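 active = inhibition above mean plus 3 SD of compounds lying within the high and low control bounds, cut at about 19% in these data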;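 note: 0% = median of test compound wells and 100% = no enzyme DMSO wells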
Target sequence (Q9NZ20 whole entry, looked up): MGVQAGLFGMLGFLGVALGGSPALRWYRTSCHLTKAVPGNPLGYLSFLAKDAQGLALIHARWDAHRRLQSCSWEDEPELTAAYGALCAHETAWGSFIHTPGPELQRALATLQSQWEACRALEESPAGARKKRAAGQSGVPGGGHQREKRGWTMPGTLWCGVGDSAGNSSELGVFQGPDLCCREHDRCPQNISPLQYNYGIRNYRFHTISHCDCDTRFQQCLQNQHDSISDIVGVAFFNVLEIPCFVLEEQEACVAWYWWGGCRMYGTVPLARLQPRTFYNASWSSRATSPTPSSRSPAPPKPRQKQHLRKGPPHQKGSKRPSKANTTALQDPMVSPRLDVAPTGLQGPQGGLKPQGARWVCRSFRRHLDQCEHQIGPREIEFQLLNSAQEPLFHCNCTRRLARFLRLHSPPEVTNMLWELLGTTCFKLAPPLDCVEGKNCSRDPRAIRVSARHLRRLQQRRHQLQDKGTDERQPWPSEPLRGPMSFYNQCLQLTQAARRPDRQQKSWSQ
hcDAF-12 act: activators of H. contortus DAF-12 nuclear receptor | HEK293 hcDAF-12 lit1-tk-luc reporter, luminescence; 0% DMSO, 100% Δ7-dafachronic acid | activation, % at 6.8 µM | hit rate 1.4% among 370,000;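 active = activation above the mean of all tested compounds plus 3 SD, cut at about 5.5% in these data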;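 note: 100% = response to 3 µM Δ7-dafachronic acid high control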
DAX1 inh-1: inhibits human nuclear receptor DAX1 | P51843 | HEK293 Gal4-DAX1 luciferase reporter, luminescence | inhibition, % at 6.75 µM | hit rate 0.99% among 340,000 | AID 504766;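 active = inhibition above the mean over all tested compounds plus 3 SD, cut at about 4.2% in these data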;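 note: 0% = DAX1-transfected cells with DMSO and 100% = empty-vector control cells with DMSO; inhibition shows as a rise in luminescence from relieved DAX1 repression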
Target sequence (P51843 207-470 limits assumed): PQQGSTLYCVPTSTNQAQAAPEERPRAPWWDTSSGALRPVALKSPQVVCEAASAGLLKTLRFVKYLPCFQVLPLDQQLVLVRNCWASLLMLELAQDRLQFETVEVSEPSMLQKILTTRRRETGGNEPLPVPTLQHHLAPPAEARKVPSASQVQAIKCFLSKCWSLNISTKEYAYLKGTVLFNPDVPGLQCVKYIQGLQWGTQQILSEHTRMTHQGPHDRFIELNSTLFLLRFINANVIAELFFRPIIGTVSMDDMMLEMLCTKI
KLK7 zymogen act: activates the human kallikrein-7 zymogen; P49862; purified proKLK7, EDANS-DABCYL substrate fluorescence; 100% is mature enzyme control, 0% vehicle; activation, % at 7 µM; hit rate 0.9% among 370,000;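 active = activation above the mean of all tested compounds plus 3 SD, computed per campaign excluding outliers beyond control limits, cut at about 13% in these data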
Target sequence (P49862 whole entry, looked up): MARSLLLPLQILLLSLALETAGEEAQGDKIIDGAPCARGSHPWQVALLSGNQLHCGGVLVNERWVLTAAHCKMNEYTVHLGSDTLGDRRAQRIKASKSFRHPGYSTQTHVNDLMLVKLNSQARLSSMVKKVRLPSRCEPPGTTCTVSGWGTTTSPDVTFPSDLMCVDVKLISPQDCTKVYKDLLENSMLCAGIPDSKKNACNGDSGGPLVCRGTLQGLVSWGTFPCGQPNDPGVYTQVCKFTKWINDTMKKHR
GAA850 FXN act: increases GAA850 frataxin promoter reporter activity; HEK293 lucGAA850 FXN promoter luciferase reporter, 24 h; percent of 10 µM SAHA response; activation, % at 6 µM; hit rate 0.56% among 360,000;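 active = activation above the average of all compounds screened plus 3 SD, cutoff fixed separately per campaign, cut at about 7.5% in these data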;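 note: 0% = DMSO wells and 100% = 10 µM SAHA wells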
GC-A act: GC-A (human) enzyme activation; P16066; HEK293 GC-A cells, cGMP TR-FRET, EC30 ANP; 0% at EC30 ANP, 100% saturating ANP; hit rate 0.14% among 370,000; activation, % at 10 µM; in the data active = activation above about 40%
DAX1 inh-2: DAX1 (NR0B1) inhibition, primary screen | HEK293T StAR-luciferase reporter, SF-1/DAX-1 repression relief | hit rate 1.1% among 370,000 | inhibition, % at 6.8 µM | AID 652010;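 active = inhibition above the mean over all tested compounds plus 3 SD, cut at about 3.6% in these data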;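 note: 0% = DAX-1 cells with DMSO and 100% = cells lacking DAX-1 with DMSO; higher inhibition means more luminescence from relief of DAX-1 repression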
* = called active by the depositor; · = no result given.

SMILES | SMARCA2 act | hgDAF12 agonist | GC-B act | ssDAF12 agonist | sPLA2-III inh | hcDAF-12 act | DAX1 inh-1 | KLK7 zymogen act | GAA850 FXN act | GC-A act | DAX1 inh-2
Fc1ccc(COc2ccccc2CNCc2ccncc2)cc1 | 1 | 0.3 | -5 | -1.1 | 0 | 1.3 | 1.0 | -0.3 | -0.7 | -4 | -1.0
C[C@@H]1CCCN1c1ccc2c(c1)OCCCN(C1CC1)S2(=O)=O | -2 | -1.8 | 3 | -1.2 | -3 | -0.2 | · | 0.0 | · | 0 | -1.2
CCCCc1nc2cc(C(=O)N3CCCC(COC)C3)ccc2o1 (stereo not given) | 3 | 5.3 | -3 | -0.2 | -6 | 1.9 | 0.7 | 0.1 | 4.1 | 1 | 2.0
Cc1cc(S(=O)(=O)ON2C(=O)c3ccccc3C2=O)ccc1F | -1 | 2.0 | 35 | -1.3 | 5 | 1.8 | 0.7 | -0.1 | -0.3 | 40* | 0.8
O=C(OCc1ccccc1)N1CCCC2CC1c1ccccc12 (stereo not given) | -2 | 2.0 | 5 | -1.2 | 2 | 0.2 | 0.8 | 0.5 | 0.4 | 4 | -0.2
CCOC(=O)C(C(=O)NCc1ccc(C)cc1)c1ncc(C(F)(F)F)cc1Cl (stereo not given) | -2 | 0.1 | -1 | -1.3 | -1 | -1.9 | -0.7 | 0.1 | -1.4 | 1 | -0.6
CN1CCN(c2nc(Nc3cccc(C(F)(F)F)c3)nc(N3CCOCC3)n2)CC1 | -4 | -3.0 | -17 | -1.1 | -4 | -1.4 | 2.0 | 0.5 | 1.1 | -2 | -0.8
Oc1ccc(NCc2ccc(OCc3ccccc3)cc2)cc1 | -3 | 6.0 | -6 | -0.3 | -13 | 2.7 | 0.8 | 2.9 | 1.1 | 8 | -0.2
Cc1ccc(NC(=O)CN2C(=O)S/C(=C\c3cc(C)n(-c4cccc(C(=O)O)c4)c3C)C2=O)cc1 | 1 | -2.8 | -1 | -1.0 | -27 | 0.4 | 0.6 | 1.0 | 0.8 | -3 | 0.5
CCCCOc1ccc(NC(=O)CSc2cccc3cccnc23)cc1 | 1 | 4.7 | -3 | -1.9 | -8 | 0.2 | -1.4 | -1.2 | -1.5 | -3 | -1.6
CCN(CCNC(=O)C1=C(C)C(=O)OC12CCC(C)CC2)c1ccccc1 (stereo not given) | -2 | -1.8 | -8 | 4.0* | 1 | -1.2 | -2.1 | 0.0 | -1.8 | -2 | -0.7
Cc1c(OC(C)C(=O)NCc2ccncc2)ccc2c3c(c(=O)oc12)CCCC3 (stereo not given) | -1 | -2.2 | -4 | -1.6 | -3 | -3.6 | -0.6 | 0.0 | 0.0 | 0 | -3.1
O=C(COC(=O)CC(c1ccccc1)c1ccccc1)Nc1cccc(F)c1 | -4 | 2.5 | -2 | -1.0 | -2 | 1.0 | -1.4 | -0.2 | 1.1 | 2 | -0.4
CCc1ccc(-c2cc(C)no2)cc1S(=O)(=O)N1CCN(c2ccccc2)CC1 | -2 | 1.1 | -3 | -0.9 | -1 | -2.7 | 1.9 | -0.6 | -3.4 | -8 | -1.0
Cc1cccc(-n2ccc(=O)c(C(=O)Nc3ccc(S(=O)(=O)Nc4onc(C)c4C)cc3)n2)c1 | -2 | 3.0 | 0 | -0.9 | 1 | -1.0 | 0.0 | 0.6 | 1.7 | 3 | 0.0
O=C(Nc1ccccc1N1CCCCC1)c1cccc(F)c1 | 1 | -0.9 | -5 | -2.2 | 0 | -1.8 | 1.2 | 0.2 | -2.5 | 0 | -0.9
O=C(NNC(=O)c1cccs1)c1ccc2ccccc2c1 | 3 | 1.6 | -5 | -1.4 | -13 | 2.9 | 0.1 | 0.2 | 3.8 | 2 | 1.9
COc1ccc(S(=O)(=O)N2CCC(C(N)=O)CC2)cc1C(=O)N1CCCCCC1 | 0 | 1.3 | 5 | -1.6 | 5 | 0.2 | 2.0 | -0.6 | -1.1 | 0 | 0.1
CCOC(=O)c1nnn(CC(=O)Nc2cc(F)ccc2F)c1C(=O)OCC | 0 | 0.2 | -2 | -0.7 | 2 | -1.3 | 0.1 | 0.1 | -0.6 | -9 | -0.4
O=C(O)c1ccc(NCCC2=CCCCC2)c([N+](=O)[O-])c1 | 0 | 2.0 | -3 | -1.3 | -11 | 1.5 | 2.5 | -0.5 | -0.3 | -2 | 0.5
CC1=NN(c2ccc(C)cc2)C(=O)/C1=C/c1ccc(-c2cc([N+](=O)[O-])ccc2O)o1 | 0 | 1.2 | 10 | -1.1 | 1 | -0.8 | -1.5 | -0.1 | 2.5 | 2 | -0.1
O=C1CCc2cc(S(=O)(=O)Nc3ccccc3)cc3c2N1CCC3 | -1 | 0.1 | -2 | -1.1 | -1 | 0.2 | -0.1 | 0.1 | 0.7 | -3 | -0.6
OCc1cn(-c2ccccc2)nc1-c1cccnc1 | 0 | -0.5 | -12 | -1.2 | 1 | -1.1 | 0.5 | 0.1 | 1.0 | 10 | -0.4
CCOc1cc(N2CCOCC2)c(OCC)cc1NC(=O)c1nc2nc(C)cc(C)n2n1 | 1 | -0.2 | 14 | -1.1 | -2 | -2.0 | -0.6 | -0.5 | 0.0 | 7 | -0.6
CC(C)Oc1ccc(C(CCNCc2ccc(O)cc2)c2ccccc2)cc1 (stereo not given) | -2 | 1.3 | -8 | -0.7 | -19 | 0.1 | -0.4 | -0.9 | -3.6 | -14 | -0.5
SMILES | SMARCA2 act | hgDAF12 agonist | GC-B act | ssDAF12 agonist | sPLA2-III inh | hcDAF-12 act | DAX1 inh-1 | KLK7 zymogen act | GAA850 FXN act | GC-A act | DAX1 inh-2
Cn1cnc(S(=O)(=O)Nc2ccc(OC(F)(F)F)cc2)c1 | -3 | 2.5 | 2 | -1.4 | -3 | 0.9 | 5.5* | -0.2 | 2.6 | -1 | 0.5
COc1cc([N+](=O)[O-])ccc1N | 0 | -3.2 | -7 | -1.4 | 28* | 0.2 | -0.7 | 0.4 | -2.4 | 1 | 0.5
CC1CN(S(=O)(=O)c2cc(C(=O)N(C)Cc3cccs3)ccc2Cl)CC(C)O1 (stereo not given) | 1 | -0.2 | 2 | -1.4 | 2 | -2.3 | -0.2 | -0.2 | -0.4 | 0 | -1.8
COc1ccc(C(=O)N2CCCC2)cc1S(=O)(=O)N1CCOCC1 | -2 | 1.7 | 4 | -1.9 | 3 | -2.2 | 0.7 | 0.7 | 0.2 | -2 | -0.9
CC1CC(C)CN(CCCNC(=O)c2ccc(N3CCCC3=O)cc2)C1 (stereo not given) | -2 | 2.6 | 0 | -1.4 | 1 | 2.6 | 1.3 | 0.6 | 0.8 | 4 | 0.8
Cc1cccc(-n2ncc3c2CCCC3NC(=O)CN2CCOC2=O)c1C (stereo not given) | -1 | 1.3 | 6 | -0.1 | 3 | -1.4 | 0.2 | -0.2 | 2.3 | 4 | -0.1
CC(=O)OCC(=O)N1N=C(c2ccc3ccccc3c2)CC1c1ccccc1 (stereo not given) | -2 | -0.2 | -5 | -2.1 | -2 | -1.8 | -0.9 | -0.3 | 1.4 | 2 | 0.5
COC(=O)[C@H]1C[C@@]2(O)CN(S(=O)(=O)c3ccc(C)cc3)C[C@@]2(OC(=O)NCc2ccco2)C[C@H]1C(=O)OC | -2 | -4.6 | 1 | -1.4 | -3 | 1.3 | 0.3 | 0.0 | -1.5 | 5 | 1.9
Cc1ccc(CNC(=O)COC(=O)Cn2nc(C)c([N+](=O)[O-])c2C)cc1 | 0 | 0.2 | 2 | -1.6 | 0 | -1.7 | 0.3 | 0.7 | -0.3 | -1 | -0.5
CCn1c(SCC(=O)N/N=C/c2cc(OC)c(O)c(OC)c2)nc2ccccc21 | -1 | -2.0 | -5 | -1.4 | -2 | -2.5 | 2.6 | 0.4 | -0.8 | 0 | -0.1
CCOC(=O)Cc1csc(NC(=O)c2cccc([N+](=O)[O-])c2)n1 | 0 | -1.3 | -12 | -1.4 | 14 | -0.1 | -0.6 | -0.7 | -1.2 | 0 | -0.5
O=C(NCCc1cccc(F)c1)C1CCC(=O)N(C2CCCCCC2)C1 (stereo not given) | -3 | 3.1 | -2 | -1.0 | 0 | -0.2 | 0.5 | 0.4 | -0.6 | -1 | 0.0
O=C(COc1ccccc1CNCc1ccccc1)Nc1ccccc1 | 9.9* | 11* | -8 | -1.6 | -7 | -0.4 | 1.7 | -0.1 | -5.5 | -8 | 3.5
Cc1ccc(C(C)C)c(OCCNC(=O)c2ccccc2O)c1 | -2 | -4.1 | -1 | -2.1 | -30 | -2.8 | -1.7 | -4.9 | 0.1 | -3 | 0.0
CCNC(=S)Nc1c(C)n(C)n(-c2ccccc2)c1=O | -2 | 3.8 | 3 | -1.3 | 6 | -0.9 | 0.9 | 0.9 | 1.1 | -3 | -0.1
CC1(C(=O)Nc2ccccc2)CCN1C(=O)C1(c2ccccc2)CC1 (stereo not given) | -2 | -2.0 | -4 | -1.7 | -2 | -1.5 | · | 0.5 | -1.5 | -7 | 1.3
CCOc1ccc(-c2c(C(=O)N/N=C/c3ccc(C)cc3)nnn2-c2nonc2N)cc1 | -5 | -3.1 | 15 | -1.0 | -17 | -0.5 | 0.4 | 0.3 | 0.1 | -6 | -0.8
CC(C)CNC(=O)NC(=O)COC(=O)c1cc([N+](=O)[O-])ccc1NCc1ccccc1Cl | -3 | -0.4 | 1 | -0.9 | -3 | -0.6 | · | -0.3 | · | -3 | 0.3
Cc1[nH]n(-c2ccccc2)c(=O)c1/C=N/NC(=O)c1cccc([N+](=O)[O-])c1 | 0 | 0.2 | -3 | -0.7 | 1 | -1.8 | 1.2 | -0.6 | -1.4 | 0 | 1.4
C[C@@H]1CN(C2CCN(Cc3nc(C(c4ccccc4)c4ccccc4)no3)CC2)C[C@H](C)O1 | -1 | 1.7 | 1 | -1.0 | -5 | -1.1 | -0.2 | -0.1 | 1.8 | 2 | -0.3
NS(=O)(=O)c1ccc(CCn2c(=S)[nH]c3ccccc3c2=O)cc1 | 0 | -1.0 | -1 | -2.0 | 0 | -1.0 | -3.0 | 0.2 | 0.5 | 4 | -0.1
CC/C=C\[C@H](O)[C@H](O)C1=C(C)C(=O)[C@]2(O1)C(=O)N[C@@](OC)(C(=O)c1ccccc1)C2O (stereo not given in full) | 0 | 2.4 | 3 | -1.9 | -4 | -1.8 | 2.2 | 0.4 | -1.9 | 3 | -1.1
CCOC(=O)c1c(NC(=O)COC(=O)c2c(C)noc2C)sc2c1CCC2 | -3 | -1.1 | -6 | -0.8 | -1 | 0.5 | -0.6 | 0.5 | -3.0 | 6 | -0.6
CC1(C(=O)NS(=O)(=O)C2CC2)CCN(C(=O)c2cccc(OC(F)(F)F)c2)C1 (stereo not given) | -7 | -2.2 | 2 | -1.2 | 10 | -1.7 | · | -0.4 | 1.9 | 3 | 1.1

In the list so far, 2 contain an aryl thioether with sulfur outside any ring:
SMILES | SMARCA2 act | hgDAF12 agonist | GC-B act | ssDAF12 agonist | sPLA2-III inh | hcDAF-12 act | DAX1 inh-1 | KLK7 zymogen act | GAA850 FXN act | GC-A act | DAX1 inh-2
CCCCOc1ccc(NC(=O)CSc2cccc3cccnc23)cc1 | 1 | 4.7 | -3 | -1.9 | -8 | 0.2 | -1.4 | -1.2 | -1.5 | -3 | -1.6
CCn1c(SCC(=O)N/N=C/c2cc(OC)c(O)c(OC)c2)nc2ccccc21 | -1 | -2.0 | -5 | -1.4 | -2 | -2.5 | 2.6 | 0.4 | -0.8 | 0 | -0.1

Bioassay records as filed in PubChem.
